Compound activity as filed in PubChem BioAssay.
IMP-1 inhibitor: blocks Pseudomonas aeruginosa IMP-1 metallo-beta-lactamase. AID 1556. inhibition, % at 5.6 µM. hit rate 0.45% among 290,000. purified IMP-1, nitrocefin hydrolysis, epi-absorbance fluorescence;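 active = inhibition above the mean plus 3 SD of all compounds in the same screening run, cut at about 4.5% in these data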;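 also: 0% = IMP-1 with DMSO and 100% = DMSO wells lacking enzyme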
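Assay system: purified IMP-1; Quantity: IMP-1 0.2 nM before substrate addition; Medium: HEPES buffer pH 7.1 with ZnSO4 and Brij 35; Incubation: 15 min enzyme–compound preincubation, then 25 min nitrocefin reaction, 25 °C; Signal: fluorescence quenching readout, ex 480/em 530 nm; Controls: DMSO with and without IMP-1; Repeats: singlicate testing.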
IDE cell inh: inhibits human insulin-degrading enzyme in HEK cells; P14735; hit rate 0.41% among 320,000; FAbetaB cleavage, fluorescence polarization; inhibition, % at 5.59 µM;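 active = percent inhibition above the average of all tested compounds plus 3 SD, set per screening campaign, cut at about 16% in these data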;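 also: IDE supplied by intact live HEK cells; FP after avidin binding of uncleaved biotin substrate so inhibition keeps polarization high; 0% = DMSO wells and 100% = 60 µM reference IDE inhibitor Ii1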
CRFR2-BP antag: blocks CRF-induced signaling of the CRF-BP/CRF-R2 complex | HEK293 CRF-R2/CRF-BP, CRF-induced calcium fluorescence | hit rate 0.59% among 350,000 | inhibition, % at 11.8 µM | AID 588475;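 active = inhibition of the ligand-induced calcium signal above about 50% at the single tested concentration, limit read from the data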
NS3 helicase inh: HCV NS3 helicase inhibition | NS3 helicase DNA unwinding, Cy5 molecular beacon fluorescence | inhibition, % at 10.9 µM | hit rate 0.56% among 290,000;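 active = inhibition above the mean of all tested compounds plus 3 SD, set per campaign, cut at about 35% in these data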;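 also: 0% = DMSO wells and 100% = thioflavine S control wells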
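System: Hepatitis C virus NS3 helicase domain fragment enzyme | Reagent: Annealed dual-labelled DNA beacon duplex, ATP-started | Compound dosing: 10.9 µM single point, 0.8% DMSO | Incubation: 1 h reaction at 25 °C, ATP-initiated | Technique: Cy5 fluorescence | Evaluation: Percent inhibition from t60/t0 fluorescence ratio | Benchmarks: Low DMSO, high thioflavine S at 110 µM | Replication: Singlicate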
VIM-2 inhibitor: inhibitors of Pseudomonas aeruginosa VIM-2 metallo-beta-lactamase; purified VIM-2, nitrocefin hydrolysis, epi-absorbance fluorescence; inhibition, % at 5.6 µM; hit rate 0.89% among 290,000; AID 1527;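 active = inhibition above the mean of all tested compounds plus 3 SD, cutoff set per screening run, cut at about 7.5% in these data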;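 also: red hydrolysis product quenches plate fluorescence so inhibitors raise well fluorescence; 0% = enzyme with DMSO and 100% = DMSO without enzyme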
GalR3 antagonist: antagonists of human GalR3. HEK293 GalR3-CNG cAMP membrane potential fluorescence; galR3 body fused to GalR1 C-terminus. O60755. inhibition, % at 3 µM. hit rate 0.44% among 360,000;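 active = inhibition above the screen-wide average plus 3 SD, cut at about 13% in these data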;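 also: forskolin and galanin both at EC90 stimulate the cells; cAMP rise reported by CNG channel membrane potential dye signal; 0% = forskolin plus galanin with DMSO and 100% = forskolin alone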
p-CIP stab down: lowers stability of the mouse p/CIP coactivator protein. decrease of EGFP signal, % at 10 µM. Q05BA5. hit rate 0.01% among 290,000. AID 1984. F442A p/CIP-EGFP cells, EGFP fluorescence, 16 h;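 active = EGFP signal decrease of at least 30% at 10 µM or well 3 SD below plate mean, unless failing retest; inactive = the rest, including hits failing retest or dose response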; also: some compounds called inactive have numbers as strong as hits; many of its hits are not listed in these tables
Target sequence (Q05BA5 1-1403): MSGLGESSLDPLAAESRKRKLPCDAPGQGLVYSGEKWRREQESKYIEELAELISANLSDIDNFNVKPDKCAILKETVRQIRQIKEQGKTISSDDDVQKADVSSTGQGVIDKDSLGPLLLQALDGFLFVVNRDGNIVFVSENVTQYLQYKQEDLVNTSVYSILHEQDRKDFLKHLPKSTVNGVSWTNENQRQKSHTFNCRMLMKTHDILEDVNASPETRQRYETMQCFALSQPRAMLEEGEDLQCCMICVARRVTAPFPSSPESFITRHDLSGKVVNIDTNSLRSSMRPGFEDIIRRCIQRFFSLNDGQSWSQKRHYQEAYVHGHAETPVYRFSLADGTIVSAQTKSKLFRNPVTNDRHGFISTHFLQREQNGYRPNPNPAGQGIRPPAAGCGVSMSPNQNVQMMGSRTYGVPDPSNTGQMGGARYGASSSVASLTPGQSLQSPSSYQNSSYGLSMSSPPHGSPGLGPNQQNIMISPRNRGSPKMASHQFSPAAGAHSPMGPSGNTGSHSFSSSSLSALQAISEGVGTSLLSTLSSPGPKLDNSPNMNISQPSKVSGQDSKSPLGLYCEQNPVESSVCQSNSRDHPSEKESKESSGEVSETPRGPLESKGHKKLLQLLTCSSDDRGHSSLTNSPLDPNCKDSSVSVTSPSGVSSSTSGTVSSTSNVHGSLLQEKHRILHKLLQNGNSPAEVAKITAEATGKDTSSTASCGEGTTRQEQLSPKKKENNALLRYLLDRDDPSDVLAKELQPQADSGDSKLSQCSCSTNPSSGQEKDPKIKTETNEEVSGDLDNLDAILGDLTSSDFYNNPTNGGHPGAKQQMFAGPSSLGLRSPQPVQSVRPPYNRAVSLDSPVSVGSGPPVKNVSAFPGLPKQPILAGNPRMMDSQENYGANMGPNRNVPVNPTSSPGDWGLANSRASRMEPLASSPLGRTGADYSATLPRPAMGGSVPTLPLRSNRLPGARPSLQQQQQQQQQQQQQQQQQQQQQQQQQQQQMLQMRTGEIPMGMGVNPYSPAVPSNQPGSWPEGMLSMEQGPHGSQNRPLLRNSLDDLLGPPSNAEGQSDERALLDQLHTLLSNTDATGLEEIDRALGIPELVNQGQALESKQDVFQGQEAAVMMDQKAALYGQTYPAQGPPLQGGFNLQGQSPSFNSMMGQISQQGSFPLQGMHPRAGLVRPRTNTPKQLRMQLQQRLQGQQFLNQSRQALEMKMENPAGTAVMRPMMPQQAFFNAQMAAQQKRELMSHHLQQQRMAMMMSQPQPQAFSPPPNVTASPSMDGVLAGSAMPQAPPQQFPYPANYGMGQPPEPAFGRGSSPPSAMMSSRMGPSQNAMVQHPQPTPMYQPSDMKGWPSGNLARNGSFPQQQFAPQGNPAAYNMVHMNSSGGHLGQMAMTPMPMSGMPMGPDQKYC
IDE act: IDE (human) activation, cell-based. HEK cells, FAbeta-B cleavage, fluorescence polarization; 0% vehicle, 100% cell-free pure enzyme wells. activation, % at 5.96 µM. hit rate 0.073% among 340,000;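 active = activation above the mean of all tested compounds plus 3 SD, set per screening campaign, cut at about 17% in these data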
SUMO HTRF inh: blocks human SUMOylation mediated by UBC9 | P63279 | HTRF SUMOylation assay, SAE1/SAE2 + UBC9, in vitro | inhibition, % at 35 µM | hit rate 0.36% among 290,000 | AID 2006; in the data active = inhibition above about 50%, passing the limit was not always enough; also: strong numbers were not always called active
Active calls of the source: *; x = not tested or not shown. This is a random part of the collection; overall some 3.2% were active at least once.

SMILES | IMP-1 inhibitor | IDE cell inh | CRFR2-BP antag | NS3 helicase inh | VIM-2 inhibitor | GalR3 antagonist | p-CIP stab down | IDE act | SUMO HTRF inh
CC1(C)C2CC=C(/C=N/NC(=O)C3CC3)C1C2 (centres undefined) | -2.8 | 0 | -6 | 0 | 0.3 | -6 | -9 | 3 | 11
CCOC(=O)N1CCC(NC(=O)Cn2cc3c(n2)CCCCC3)CC1 | -4.3 | 1 | 15 | 8 | -4.7 | -1 | -11 | 8 | -8
CC(C)(C)C(=O)Nc1nnc(-c2ccncc2)o1 | -4.3 | 1 | 7 | 4 | -2.5 | -3 | 2 | 3 | 17
COC(=O)c1sc2nc(C)c([N+](=O)[O-])c(C)c2c1N | 1.5 | 1 | -40 | 5 | 2.2 | -4 | -5 | 1 | 7
CN1C(=O)C(CC(=O)NC2CCCCC2)N(C)C1=O (centres undefined) | -4.3 | 3 | 0 | -1 | -3.5 | 0 | -4 | 1 | 3
COc1cc(CCC(=O)Nc2cnc3ccccc3c2)cc(OC)c1OC | -1.3 | 11 | 6 | 23 | 0.5 | 2 | -3 | -3 | -6
CC1CCCCN1C(=O)CSc1nnc(Cc2ccccc2)n1C (centres undefined) | -5.7 | 6 | 2 | 1 | -1.9 | -5 | 3 | -1 | -11
COc1ccc(S(=O)(=O)N2CCN(C(=O)c3c(C)nn(-c4ccccc4)c3Cl)CC2)cc1 | -3.6 | 4 | 31 | 1 | -4.5 | -1 | -13 | 2 | 14
Cc1ccc(NC(=O)CSc2nc(=O)n(CCCN3CCOCC3)c3c2CCCC3)cc1F | x | 11 | -14 | x | x | -3 | x | 3 | x
O=S(=O)(Cc1cc(NCc2ccccc2)nc(-c2ccncc2)n1)c1ccccc1 | -4.3 | 1 | -13 | -6 | -1.9 | -4 | -9 | 1 | 5
COCC(=O)NCCc1ccc(S(N)(=O)=O)cc1 | -0.5 | -7 | 21 | 5 | 0.1 | -4 | -6 | 2 | 17
CC(=O)N1CCN(c2nc(CC(C)C)c3c(c2C#N)CCC3)CC1 | -3.2 | -1 | 15 | 6 | -2.6 | 1 | -12 | 1 | 20
CCCn1c(=O)c(C(=O)NCc2ccccc2Cl)c(O)c2ccccc21 | -1.7 | -4 | -22 | -7 | -2.0 | -3 | -13 | 4 | -2
CCOc1ccc([C@@H]2CC=C(C(=O)O)[C@H](c3ccc(Cl)cc3)N2S(=O)(=O)c2ccc(C)cc2)cc1 | x | -4 | 0 | x | x | -6 | x | 2 | x
Cc1ccc(S(=O)(=O)NCC(=O)OCC(=O)NCc2ccc(F)cc2)cc1 | -1.7 | 0 | -7 | -8 | -0.9 | -3 | -11 | -5 | 7
CO/N=C1\CCn2c1c(C)c1ccccc12 | -1.2 | 6 | -6 | -1 | -1.2 | -2 | -13 | -2 | 8
COc1ccccc1CNC(=O)C(=O)NCCC1CCCCN1S(=O)(=O)c1cccs1 (centres undefined) | x | 3 | 2 | x | x | -4 | x | -3 | x
O=C(/C=C/c1cccc(F)c1)c1ccc(N2CCOCC2)cc1 | -2.9 | -2 | 0 | -3 | -1.8 | -2 | -1 | 1 | -2
COc1ccc(/C=C(\C#N)C(=O)NCCCn2ccnc2)cc1 | -2.8 | 4 | -2 | 2 | -3.7 | -3 | -8 | -2 | 25
Cc1cc(C)c2c(c1)cc(C)c1nnc(SCC(=O)Nc3cc(C)on3)n12 | -3.8 | 4 | 8 | 4 | -4.5 | -3 | 10 | 2 | 3
COc1cccc(C(=O)NN2CC(O)=C(c3nc(C)cs3)C2=N)c1 | -0.1 | -1 | 5 | -4 | -2.4 | 0 | 3 | -2 | 5
O=C1c2cccc3cc(Br)cc(c23)C(=O)N1Nc1ccc(Br)cc1 | -1.0 | 2 | -3 | -9 | -2.1 | 0 | -2 | -2 | 4
O=C(Nc1ccc(Cl)c(S(=O)(=O)N2CCOCC2)c1)C1=NN(c2ccccc2)C(=O)CC1 | x | 0 | -1 | x | x | -2 | x | 4 | x
CCn1c(SCC(=O)Nc2cc(C)on2)nnc1-c1ccco1 | -4.8 | 5 | 4 | 1 | -2.3 | 2 | 1 | -3 | 12
O=c1c2c(nc3cc(-c4cccc(Cl)c4)[nH]n13)CCC2 | -0.8 | 1 | 1 | 6 | 0.0 | -4 | -10 | -3 | 3
Cc1ccc(NP(=O)(c2ccc(N(C)C)cc2NC(=O)c2cccs2)N2CCOCC2)cc1 (centres undefined) | -4.4 | 4 | -18 | 4 | -3.8 | -3 | -12 | 7 | -6
CC(=O)CC(C)(C)NC(C)=S | -2.0 | 3 | 2 | -1 | -2.1 | 2 | -2 | 4 | 5
Cn1c(C(=O)N2CCCC(C(=O)NCc3ccccc3)C2)cc2sccc21 (centres undefined) | -3.3 | 3 | -4 | 1 | -0.1 | 2 | -1 | -3 | 4
CCN(c1ccccc1)S(=O)(=O)c1cccc(C(=O)NCc2cccnc2)c1 | x | 1 | -3 | x | x | 1 | x | -1 | x
Cc1ccc(/C=N/NC(=O)c2nnn(-c3nonc3N)c2-c2ccc3c(c2)OCO3)s1 | -0.1 | -3 | -88 | 17 | -2.5 | -8 | -5 | 3 | 5
Cc1ccc(CNC(=O)CCCn2c(=O)[nH]c3ccccc3c2=O)cc1 | -2.4 | 1 | 15 | -1 | -2.2 | -4 | -7 | 2 | 23
O=C(Nc1ncc(Cc2cccc(Cl)c2Cl)s1)C1CCCO1 (centres undefined) | -3.3 | -1 | -20 | -4 | -2.4 | -6 | -7 | -5 | 24
CCN(CC)S(=O)(=O)c1cc(C(=O)OC(C)C(=O)NCc2ccco2)ccc1C (centres undefined) | x | 2 | -5 | x | x | -7 | x | -4 | x
CCc1ccc(N(CC(=O)Nc2ccccc2C(=O)N2CCCC2)S(C)(=O)=O)cc1 | -0.5 | 1 | 16 | 25 | -1.6 | 0 | -3 | 1 | -14
Cc1ccc(NC(=O)c2ccccc2OCC(=O)Nc2ccccc2F)cc1S(=O)(=O)N(C)C | x | 4 | -13 | x | x | -6 | x | -5 | x
Cc1cc(C)n2c(SCC(C)C)nnc2n1 | -2.3 | 1 | -5 | -20 | 0.1 | -3 | -2 | 6 | 23
CCOC(=O)C1=C(c2ccccc2)O/C(=C(\C(=O)OC)C(F)(F)F)S1 | -3.5 | 1 | 3 | -4 | -1.5 | -2 | -14 | 2 | -40
CC(C)(C)c1ccc(OCCC(=O)OCC(=O)NC2CCS(=O)(=O)C2)cc1 (centres undefined) | x | 8 | 6 | x | x | -2 | x | 0 | x
CCCN1CCc2c(sc3nc(SCC)n(-c4ccc(OC)cc4)c(=O)c23)C1 | -1.8 | x | 2 | -9 | 2.7 | x | -16 | 1 | 11
Cc1cc([N+](=O)[O-])ccc1N1C(=O)c2ccc(C(=O)Nc3ccccc3C(=O)O)cc2C1=O | -4.5 | 4 | 22 | 14 | -2.0 | -9 | -4 | 4 | 20
O=C(CSc1nc2ccc(NC(=O)CSc3nnnn3Cc3ccccc3)cc2s1)Nc1ccccc1 | -3.0 | -3 | 9 | -6 | -3.0 | -1 | 4 | 3 | 25
CCCCNC(=O)CSc1nc(CCC)nc2ccccc12 | -3.0 | -6 | -5 | 8 | -2.5 | 2 | 9 | -3 | 14
CCC(C)[C@H](NC(=O)C1CCC(CNC(=O)[C@@H]2CCCN2C(=O)OC(C)(C)C)CC1)C(=O)O (some centres undefined) | -2.8 | x | -10 | -1 | -3.6 | -11 | 1 | 2 | -2
Cc1ccc(C)c(NC(=O)CN(C)C(=O)Cc2ccc(Cl)cc2Cl)c1 | -3.8 | 4 | 6 | 11 | -1.9 | 2 | -9 | 2 | 1
CCOC(=O)C1=C(COC(=O)c2cccs2)NC(=O)NC1C (centres undefined) | x | 3 | 8 | x | x | -2 | x | 1 | x
CCOc1cc(OCC)cc(C(=O)Nc2cccnc2)c1 | -3.4 | 1 | -11 | -1 | -3.0 | 1 | 1 | 3 | 14
COC(=O)CC1=NC(=O)CS1 | -3.0 | 2 | -12 | -6 | 2.1 | 2 | -5 | 1 | 23
N/C(=N\OC(=O)c1cccc([N+](=O)[O-])c1)c1cccnc1 | -1.2 | -2 | -3 | -9 | -4.4 | 1 | -7 | 4 | -2
Cc1cc(C(=O)Nc2ccon2)cs1 | -2.7 | 9 | 30 | -1 | -2.6 | -3 | -21 | -3 | -4
O=C(COC(=O)c1ccc(F)cc1F)NCCNC(=O)COC(=O)c1ccc(F)cc1F | -1.0 | -4 | -10 | 3 | -2.0 | -4 | -14 | 4 | 6
O=C(OCC(=O)c1c[nH]c2ccccc12)c1cc(S(=O)(=O)N2CCOCC2)ccc1F | x | 1 | -15 | x | x | -6 | x | 2 | x
O=C(OCC(=O)N1CCN(C(=O)c2ccco2)CC1)c1cc(-c2cccc(Br)c2)nc2ccccc12 | -3.5 | 4 | 7 | -34 | 7.7 | -5 | -3 | 2 | -6
O=C(Nc1ccc(S(=O)(=O)N2CCCCC2)cc1)c1ccc(CN2CCc3ccccc3C2)cc1 | -0.5 | -2 | -62 | -74 | -6.9 | 106* | -10 | 3 | -12
Cc1cc(C)cc(NC(=O)N2CCCCCCC2)c1 | -3.3 | 1 | -18 | -20 | -2.3 | -3 | -2 | -2 | -12
CC(=O)Nc1ccc(C(=O)Cn2nnc3ccccc3c2=O)cc1 | -3.7 | 4 | -36 | 12 | -1.2 | -5 | -10 | -4 | 15
CCCCCNC(=O)c1cc(S(=O)(=O)N2CCCCC2)ccc1F | -3.1 | -2 | 5 | 10 | -2.0 | -5 | 4 | 4 | -12
CCOc1ccc2c(c1)N(C(=O)CN1C(=O)CCC1=O)C(C)(C)C=C2C | -3.4 | -2 | -13 | -4 | -2.4 | -3 | 0 | -1 | 8
C/C(=N\N=C(c1ccccc1)c1ccccc1)c1cccs1 | -0.8 | 9 | 24 | -9 | 1.4 | -5 | 18 | -5 | -17
COC(=O)c1c(NS(=O)(=O)c2ccc(C)cc2)sc2c1CCC(C)C2 (centres undefined) | -1.5 | 0 | 14 | 8 | -4.7 | 3 | 4 | 0 | -45
Cc1ccc(C)c(NC2=NS(=O)(=O)c3ccccc32)c1 | -2.6 | -4 | 3 | 1 | -4.5 | -12 | -1 | 1 | 10

Further results follow:
SMILES | IMP-1 inhibitor | IDE cell inh | CRFR2-BP antag | NS3 helicase inh | VIM-2 inhibitor | GalR3 antagonist | p-CIP stab down | IDE act | SUMO HTRF inh
Cc1cccc(OCC(=O)NC2CCCCCC2)c1C | 1.3 | -4 | -9 | 16 | 1.6 | 0 | -3 | 7 | -2
N#Cc1cc(-c2ccccc2)nc(N2CCNCC2)n1 | -2.8 | -2 | -19 | -12 | 1.7 | -10 | -4 | 9 | -19
CCCCOCCCNC(=O)COc1ccccc1 | -2.8 | -3 | 8 | 6 | -1.2 | -8 | -3 | 0 | -8
Cc1ccc(C(=O)NCCCNC(=O)c2ccco2)cc1 | 0.6 | 2 | 12 | -5 | -2.2 | -9 | -6 | 1 | 4
